# Screening data (PubChem BioAssay)
# CRFR2-BP antag: CRF-BP/CRF-R2 complex antagonism; HEK293 CRF-R2/CRF-BP, CRF-induced calcium fluorescence; inhibition, % at 11.8 µM; 350,000 compounds, 0.59% hits;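 active means inhibition of the ligand-induced calcium signal above about 50% at the single tested concentration, limit read from the data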
# CHRM4 agonist: agonists of human muscarinic M4 receptor (CHRM4); CHO-K1 hM4/Gqi5, Fluo-8 calcium fluorescence; vehicle 0%, full acetylcholine response 100%; activation, % at 3 µM; 360,000 compounds, 0.14% hits; P08173; AID 624127;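 active means activation above the run mean over all test wells plus 3 SD, cut at about 32% in these data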;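 further: peak over basal fluorescence ratio per well then scaled between controls; 0% = DMSO wells and 100% = acetylcholine at EC100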
# CHRM5 PAM: positive allosteric modulators of human muscarinic M5 receptor. P08912. CHO-K1 hM5, Fluo-8 calcium, ACh EC20 PAM; 0% = ACh EC20, 100% = ACh EC100. activation, % at 3 µM. 360,000 compounds, 0.3% hits;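 active means activation above the run cutoff, the mean activation of all test compounds plus 3 SD, cut at about 18% in these data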
#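 system = human M5 receptor in CHO-K1 cells | compound = one concentration, 3 µM final (nominal) | schedule = Post-acetylcholine fluorescence recording 140 s | signal = Fluo-8 calcium dye fluorescence, kinetic read | benchmarks = low control EC20 acetylcholine (0%), high control EC100 acetylcholine (100%) | repeats = singlicate, one well per test compound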
# M4 antag: antagonists of human muscarinic M4 receptor (CHRM4); AID 624125; 360,000 compounds, 0.73% hits; CHO-hM4 cells, ACh EC80, Fluo-8 calcium fluorescence; P08173; inhibition, % at 3 µM;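 active means inhibition above its plate's cutoff, the mean inhibition of sample wells plus 3 SD, cut at about 27% in these data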;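 further: 0% = acetylcholine EC80 with DMSO and 100% = DMSO without agonist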
# M5 antag: blocks acetylcholine activation of human M5 receptor | P08912 | CHO-hM5 cells, Fluo-8 calcium fluorescence, ACh EC80 | inhibition, % at 3 µM | 360,000 compounds, 0.59% hits | AID 624040;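 active means inhibition above a per-plate cutoff, the mean of that plate's test compounds plus 3 SD, cut at about 27% in these data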;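 further: 0% = acetylcholine EC80 with DMSO and 100% = DMSO without agonist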
# M5 ag: CHRM5 agonism in calcium assay; AID 624037; 360,000 compounds, 0.19% hits; CHO-K1 hM5 cells, Fluo-8 calcium fluorescence; 0% DMSO wells, 100% maximal acetylcholine response; P08912; activation, % at 3 µM;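 active means activation above the run's mean over test compounds plus 3 SD, cut at about 23% in these data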;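 further: signal is peak over basal fluorescence ratio across the kinetic read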
# CRFR2-BP ag: agonists of human CRF-binding protein/CRF-R2 receptor complex; HEK293 CRF-R2/CRF-BP, calcium dye fluorescence (FLIPR); percent of saturating CRF peptide response; activation, % at 13.2 µM; 350,000 compounds, 0.46% hits;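 active means activation of at least 50%, plus an integration ratio under a set limit after plate pattern correction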;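 further: plate controls were neutral control wells without compound for no effect and CRF at EC100 for full effect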
# IDE cell inh: cellular human IDE inhibition; P14735; HEK cells, FAbetaB cleavage, fluorescence polarization; inhibition, % at 5.59 µM; 320,000 compounds, 0.41% hits;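 active means percent inhibition above the average of all tested compounds plus 3 SD, set per screening campaign, cut at about 16% in these data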;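 further: IDE supplied by intact live HEK cells; FP after avidin binding of uncleaved biotin substrate so inhibition keeps polarization high; 0% = DMSO wells and 100% = 60 µM reference IDE inhibitor Ii1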
# Target sequence (P14735 whole entry, looked up): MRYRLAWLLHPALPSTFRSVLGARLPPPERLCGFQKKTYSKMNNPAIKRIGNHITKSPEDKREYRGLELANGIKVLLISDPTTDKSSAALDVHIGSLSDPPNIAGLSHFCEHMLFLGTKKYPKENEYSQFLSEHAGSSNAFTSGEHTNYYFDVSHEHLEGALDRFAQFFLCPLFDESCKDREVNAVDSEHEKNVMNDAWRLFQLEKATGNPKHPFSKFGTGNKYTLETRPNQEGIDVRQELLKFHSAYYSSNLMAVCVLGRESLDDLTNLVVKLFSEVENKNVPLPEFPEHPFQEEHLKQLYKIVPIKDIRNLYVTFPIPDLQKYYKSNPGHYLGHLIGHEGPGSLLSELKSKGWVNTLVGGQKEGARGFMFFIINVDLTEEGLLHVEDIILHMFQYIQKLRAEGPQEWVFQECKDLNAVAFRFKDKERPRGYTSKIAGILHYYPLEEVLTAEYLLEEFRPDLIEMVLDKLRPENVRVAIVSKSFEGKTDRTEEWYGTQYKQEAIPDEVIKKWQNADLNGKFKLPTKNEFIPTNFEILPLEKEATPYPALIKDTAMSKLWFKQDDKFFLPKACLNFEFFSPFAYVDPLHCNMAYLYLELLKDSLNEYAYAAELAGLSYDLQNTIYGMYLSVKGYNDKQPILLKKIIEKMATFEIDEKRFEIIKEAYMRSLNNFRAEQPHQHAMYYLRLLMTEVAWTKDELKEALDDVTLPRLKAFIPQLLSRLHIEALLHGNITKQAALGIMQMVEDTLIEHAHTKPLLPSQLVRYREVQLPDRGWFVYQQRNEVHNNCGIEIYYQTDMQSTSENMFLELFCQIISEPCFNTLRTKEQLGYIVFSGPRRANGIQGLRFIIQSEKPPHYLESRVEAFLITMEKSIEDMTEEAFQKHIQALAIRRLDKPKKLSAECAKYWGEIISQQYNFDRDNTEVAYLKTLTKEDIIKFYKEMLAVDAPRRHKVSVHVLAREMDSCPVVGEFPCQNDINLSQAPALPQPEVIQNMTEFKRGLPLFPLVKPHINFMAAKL
# M4 PAM: CHRM4 positive allosteric modulation; P08173; CHO-K1 hM4/Gqi5, Fluo-8 calcium fluorescence, ACh EC20; 0% = ACh EC20, 100% = maximal ACh; activation, % at 3 µM; 360,000 compounds, 0.4% hits; AID 624126;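 active means activation above its plate's cutoff, the mean activation of sample wells plus 3 SD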; further: some results filed as inactive read as strong as hits
# The depositor's hits bear a star; / = not tested or not shown.
SMILES,CRFR2-BP antag,CHRM4 agonist,CHRM5 PAM,M4 antag,M5 antag,M5 ag,CRFR2-BP ag,IDE cell inh,M4 PAM
CC(C)=CC(=O)Nc1nnc(C)s1,27,0,8,12,2,0,0.1,0,-6
CCCCN(C)C(=O)CCC(=O)NNc1nc2ccccc2c2nc(C)nn12,20,1,0,-2,5,1,-1.7,-2,5
COc1ccc2c(c1)cc1n2CCN=C1N,-15,0,1,1,0,-6,3.7,7,-2
COc1cccc(C(=O)NNC(=O)c2cccc(F)c2)c1,10,0,5,7,0,4,3.5,0,-3
O=C(c1cccs1)N1CCN(S(=O)(=O)Cc2ccccc2)CC1,6,2,-5,-11,-3,1,4.2,-3,2
O=C(NC(=S)Nc1cccc([N+](=O)[O-])c1)c1ccccc1,-9,0,-5,-3,5,-5,0.7,5,-1
CC(C)(C)n1nnnc1CN(Cc1ccco1)Cc1cc2cc3c(cc2[nH]c1=O)OCO3,-20,1,4,-1,-16,-4,4.8,11,16
O=C(C1=C(O)C(=O)N(CCN2CCOCC2)C1c1cccc(Br)c1)c1cc2ccccc2o1 (stereo unspecified),8,0,1,-5,4,-2,1.2,-2,11
CN1C(=O)C(C)(C)c2cc(S(=O)(=O)N3CCC(C(=O)NCc4ccc(F)cc4)CC3)ccc21,7,1,-5,-24,-6,-1,-1.3,-2,9
C=CCN1C(=O)C(CC(=O)O)SC1=Nc1ccc(C(=O)O)cc1 (stereo unspecified),5,1,2,0,11,1,-3.1,-5,0
O=C(CSc1nnc(C2CC2)n1-c1ccccc1)NCCN1C(=O)CSC1=O,11,2,1,-4,5,0,3.5,1,2
CC(=O)Nc1ccc(NC(=O)COc2c(C)cc(Br)cc2C)cc1,-5,0,0,6,8,2,-0.1,-2,-2
O=C(c1cc(-c2ccccc2)n[nH]1)N1CCN(S(=O)(=O)c2ccccc2)CC1,-7,7,-5,5,1,3,-1.1,2,-5
O=C(Nc1ccccc1)N(CCc1nc2ccccc2[nH]1)C1CCCC1,-35,3,-4,-10,7,-2,-1.8,6,7
O=c1[nH]c2ccccc2c(O)c1-c1ccccc1[N+](=O)[O-],17,0,-6,10,1,-1,-1.3,6,3

# The last 6 records of the part before open the next one.
SMILES,CRFR2-BP antag,CHRM4 agonist,CHRM5 PAM,M4 antag,M5 antag,M5 ag,CRFR2-BP ag,IDE cell inh,M4 PAM
C=CCN1C(=O)C(CC(=O)O)SC1=Nc1ccc(C(=O)O)cc1 (stereo unspecified),5,1,2,0,11,1,-3.1,-5,0
O=C(CSc1nnc(C2CC2)n1-c1ccccc1)NCCN1C(=O)CSC1=O,11,2,1,-4,5,0,3.5,1,2
CC(=O)Nc1ccc(NC(=O)COc2c(C)cc(Br)cc2C)cc1,-5,0,0,6,8,2,-0.1,-2,-2
O=C(c1cc(-c2ccccc2)n[nH]1)N1CCN(S(=O)(=O)c2ccccc2)CC1,-7,7,-5,5,1,3,-1.1,2,-5
O=C(Nc1ccccc1)N(CCc1nc2ccccc2[nH]1)C1CCCC1,-35,3,-4,-10,7,-2,-1.8,6,7
O=c1[nH]c2ccccc2c(O)c1-c1ccccc1[N+](=O)[O-],17,0,-6,10,1,-1,-1.3,6,3
CC12CN3CC(C)(CN(C1)C3c1cc3ccccc3[nH]1)C2=O (stereo unspecified),1,1,6,-3,-4,-3,10,1,17
C[n+]1cccc(CNC(=O)/C=N/O)c1,2,1,-8,-4,5,-5,0.0,-2,2
Cc1nc(-c2ccc(Cl)cc2)sc1C1(C)CC(c2ccc(F)cc2)=NO1 (stereo unspecified),-1,3,-6,-13,9,4,1.6,-1,2
CCN(CC)CCN(C)C(c1cc2ccccc2o1)c1nnnn1C(C)(C)C (stereo unspecified),/,1,-5,2,4,-6,/,/,-4
CCc1nc2ccc(C(=O)Nc3ccc(OC)c(OC)c3)cn2c1N(CC)Cc1cccc(Br)c1,/,-1,1,4,16,8,/,/,-3
CS(=O)(=O)N1N=C(c2ccc(Br)cc2)CC1c1cccs1 (stereo unspecified),24,0,-10,-6,7,-5,-1.7,5,14
CCOC(=O)N1CCN(Cc2nc3c(c(=O)n(C)c(=O)n3C)n2Cc2ccc(F)cc2)CC1,-61,4,0,-8,-5,-1,0.8,7,0
COc1ccccc1C1CCN(Cc2ccccc2)CC1,15,9,-5,-10,2,-5,-0.2,1,-8
O=C(OCC#CCSc1nnc(-c2cccc3ccccc23)o1)c1cccs1,-1,2,-1,-7,-3,-1,3.0,-6,-5
Cc1ccc(C(=O)/C=C/N(C)C)cn1,6,1,14,0,-10,6,-1.6,-5,3
COc1ccc(CCNC(=O)CC2SC(=Nc3cc(C)cc(C)c3)NC2=O)cc1OC (stereo unspecified),-6,1,5,-2,-2,2,-1.9,2,-3
COc1cc(CCc2ccccc2)c(C(=O)O)c(O)c1C/C=C(/C)CCC=C(C)C,72*,-1,-2,-15,-7,0,24,/,-1
CN(C)c1ccc(NC(=O)/C=C/c2ccccc2Cl)cc1,-43,4,10,-10,0,-3,2.1,5,16
Cc1ccc(C(=O)NC(C)CCc2ccccc2)cc1S(=O)(=O)N1CCOCC1 (stereo unspecified),-1,5,-17,-5,14,-4,-0.4,7,2
CCCCc1nc2cc(C(=O)N3CCC[C@H]3CO)ccc2o1,6,0,4,1,-18,-1,-0.5,-3,-3
Cn1ccc2c(/C=C/c3ccc(F)cc3)cc3c(c21)C1CCC3C1 (stereo unspecified),/,-1,-3,-10,-5,1,/,/,0
Cc1ccccc1NC(=O)CSc1nnc(C)c2ccccc12,6,1,-3,4,11,-1,0.7,2,2
CC1CCCC(C)N1S(=O)(=O)c1ccc(S(=O)(=O)N2CCOCC2)cc1 (stereo unspecified),12,1,6,6,-6,-2,-0.2,-2,-5
CCOC(=O)CNC(=O)CSc1nnc(NC(=O)c2ccc(S(=O)(=O)N3CCOCC3)cc2)s1,-6,1,2,-3,0,0,0.8,5,4
CC(C)c1ccc(C2C(C(=O)c3ccco3)=C(O)C(=O)N2CCN2CCOCC2)cc1 (stereo unspecified),3,1,5,-1,-4,-3,5.6,1,2
Cc1nnc(SCc2nnc(-c3ccccc3Br)o2)s1,-6,1,5,7,0,-3,-5.3,-1,3
C(=NOCc1ccccc1)c1cccnc1,-16,1,2,-7,-6,6,-0.3,/,3
C[N+](C)(C)CCCNC(=O)c1ccc(/C=N/O)nc1,-9,0,-4,-7,7,-2,3.5,-1,6
O=C(Cn1c(-c2cscn2)nc2ccccc21)Nc1ccccc1F,-13,1,-3,-5,-3,2,0.5,4,0
CCN(c1ccccc1)S(=O)(=O)c1cccc(C(=O)O)c1,5,1,-1,-7,4,2,-0.7,-2,8
CCCNC(=O)c1cc(C2CCCCN2C(=O)c2cc(F)ccc2C)on1 (stereo unspecified),/,2,1,-12,-6,0,/,/,2
O=C(Nc1cccc(C(F)(F)F)c1)N(Cc1ccc(Cl)cc1)CC(O)C(F)(F)F (stereo unspecified),-7,6,-4,-3,-3,-1,-0.9,10,-7
CS(=O)(=O)N(CC(=O)N1CCC(C(N)=O)CC1)c1ccc(Oc2ccccc2)cc1,7,1,-1,9,0,-5,2.7,-3,1
O=C(O)C1CCCN1C(=O)Nc1ccccc1 (stereo unspecified),8,6,4,-11,-2,-3,-1.2,-1,7
CCCNS(=O)(=O)c1ccc(OCC(=O)N2CCOCC2)cc1,7,0,1,8,2,1,-0.4,-1,3

# Reformatted with tabs: part of the list above.
mol	CRFR2-BP antag	CHRM4 agonist	CHRM5 PAM	M4 antag	M5 antag	M5 ag	CRFR2-BP ag	IDE cell inh	M4 PAM
CC1CCCC(C)N1S(=O)(=O)c1ccc(S(=O)(=O)N2CCOCC2)cc1 (stereo unspecified)	12	1	6	6	-6	-2	-0.2	-2	-5
CCOC(=O)CNC(=O)CSc1nnc(NC(=O)c2ccc(S(=O)(=O)N3CCOCC3)cc2)s1	-6	1	2	-3	0	0	0.8	5	4
CC(C)c1ccc(C2C(C(=O)c3ccco3)=C(O)C(=O)N2CCN2CCOCC2)cc1 (stereo unspecified)	3	1	5	-1	-4	-3	5.6	1	2

# Next section:
SMILES,CRFR2-BP antag,CHRM4 agonist,CHRM5 PAM,M4 antag,M5 antag,M5 ag,CRFR2-BP ag,IDE cell inh,M4 PAM
Nc1nc(CN2CCN(C(=O)c3ccco3)CC2)nc(Nc2cccc(Cl)c2)n1,4,10,0,-10,10,7,-7.2,-2,-3
Cc1ccccc1NC(=O)Nc1ccc(C(F)(F)F)cc1,12,7,-19,10,19,3,5.6,0,-14
O=C(O)c1cccc(Cn2cccn2)c1,-16,0,9,-8,-11,-5,-2.2,-2,8
COc1ccc(/C=N/NC(=O)c2ccn[nH]2)cc1COc1ccc(Cl)cc1,-6,5,3,-9,-6,-3,-1.4,-4,-2
COc1ccccc1CNC(=O)CN(Cc1ccc(Cl)cc1)S(C)(=O)=O,4,1,2,-4,-6,-3,-0.5,4,-1
COC(=O)[C@]12CCCCC=C1N(Cc1ccc(Cl)cc1Cl)C(=O)[C@H](CC(=O)NCc1cccc(C(F)(F)F)c1)C2,/,0,-17,-2,14,-3,/,/,-4
CCCN(CC(=O)Nc1ccccc1C)C(=O)Cc1cccs1,6,1,2,8,3,3,0.7,-3,12
Cc1c(-c2ccccc2)nc2ccccc2c1C(=O)O,2,1,-1,-5,9,-5,-0.8,-1,19
COc1cc(/C=C2/C(=N)N3C(=NC2=O)SN=C3S(=O)(=O)C(C)C)ccc1OC(=O)c1ccco1,0,1,4,4,0,-1,-1.4,-5,-1
CN(CCNC(=O)CN1C(=O)CSc2ccc(S(=O)(=O)N3CCCC3)cc21)Cc1ccccc1,8,1,-5,4,-5,-11,-0.7,-2,-10
CN[C@@H](C)C(=O)NC[C@H]1O[C@@H](n2cnc3c(=O)[nH]c(N)nc32)[C@H](O)[C@@H]1O,/,0,-3,-15,-3,-2,/,/,3
CCOC(=O)C(=Cc1ccc(OCc2ccc([N+](=O)[O-])cc2)c(OC)c1)C(=O)OCC,4,1,1,8,0,-1,0.5,-1,5
CCCn1nc2cc(C(=O)NCc3ccc(OC)cc3)ccc2c1OCC,12,1,6,-1,-4,2,-2.8,-5,0
COc1ccc(OC)c(C(=O)NC(CC(N)=O)c2ccc(NCCN3CCOCC3)c([N+](=O)[O-])c2)c1 (stereo unspecified),3,2,6,-11,-6,1,4.1,-1,11
